Screening data deposited in PubChem by National Center for Advancing Translational Sciences (NCATS).
TDP1 block: qHTS Assay for Inhibitors of Tyrosyl-DNA Phosphodiesterase (TDP1). Tyrosyl-DNA phosphodiesterase 1 (Homo sapiens), Q9NUW8. recombinant TDP1, AlphaScreen DNA substrate cleavage. Potency, µM (top dose mostly 130 µM), inactives show at the highest dose activity change, negative = inhibition, actives largely listed as inhibitors. 350,000 tested, 0.28% active; further: nearly all actives have a fitted effect of over 40% in size
Target sequence (Q9NUW8 whole entry, looked up): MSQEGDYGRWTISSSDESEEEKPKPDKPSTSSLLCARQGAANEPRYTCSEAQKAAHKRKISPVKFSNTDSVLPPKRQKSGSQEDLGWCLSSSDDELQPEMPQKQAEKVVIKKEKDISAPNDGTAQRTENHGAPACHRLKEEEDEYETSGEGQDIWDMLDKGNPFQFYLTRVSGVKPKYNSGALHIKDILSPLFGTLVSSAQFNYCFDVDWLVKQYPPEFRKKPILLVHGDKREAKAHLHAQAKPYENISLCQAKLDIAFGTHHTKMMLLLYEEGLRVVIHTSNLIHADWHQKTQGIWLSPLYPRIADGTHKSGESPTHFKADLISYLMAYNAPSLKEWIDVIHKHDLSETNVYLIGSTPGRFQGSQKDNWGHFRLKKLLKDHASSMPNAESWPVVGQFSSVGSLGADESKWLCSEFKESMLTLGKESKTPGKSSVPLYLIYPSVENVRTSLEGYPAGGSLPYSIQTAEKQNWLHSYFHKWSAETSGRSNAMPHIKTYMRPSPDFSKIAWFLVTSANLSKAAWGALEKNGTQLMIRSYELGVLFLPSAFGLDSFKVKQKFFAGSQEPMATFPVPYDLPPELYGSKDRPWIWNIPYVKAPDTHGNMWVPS
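AlphaScreen read-out: signal falls as enzyme removes the 3' tyrosine-FITC from a 5'-biotinylated DNA oligo (15 nM, 5 min, RT). Enzyme was E. coli-made recombinant Tdp1 at 1 nM, exposed to compound for 15 min beforehand; beads 10 ug/ml, 10 min.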
N370S GC: qHTS Assay for Inhibitors and Activators of N370S glucocerebrosidase as a Potential Chaperone Treatment of Gaucher Disease | Lysosomal acid glucosylceramidase (Homo sapiens), P04062 | N370S GC spleen homogenate, 4MU-glucoside fluorescence | Potency, µM (doses to about 59.4 µM), inactives show at the highest dose activity change, negative = inhibition, most hits filed as inhibitors | 330,000 tested, 0.092% active | AID 2101, 2009;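 further: 0% = full enzyme activity and -100% = no enzyme basal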
DT40 TDP1 no CPT: qHTS for Inhibitors of human tyrosyl-DNA phosphodiesterase 1 (TDP1): qHTS in cells in absence of CPT; DT40 Tdp1-/- hTDP1 cells, no CPT, ATP luminescence, 48 h; Potency, µM (top dose mostly 46.2 µM), for the others: at the highest dose activity change, negative = growth inhibition, most hits filed as inhibitors; 420,000 tested, 15% active; further: nearly all actives have a fitted effect of over 55% in size
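Stably hTDP1-transfected Tdp1-null chicken DT40 cells were treated with library compounds minus camptothecin and grown for at least 48 hr at 37 °C, after which cellular ATP was quantified by luminescence.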
* hit, by the source's call; ? = inconclusive; · = not tested or not shown; & = joins results of further samples. The call rests on the fitted dose curve; in most records, active means well fitted curve in the direction sought with a large enough effect; inconclusive means small, poorly fitted or top-dose-only effect, or another doubt; inactive means no such curve, though single readings can be large; an effect the other way counts as inactive or inconclusive. Unless noted, on the % scale 0 is the no-effect control and ±100 the full control effect; potency means the concentration at half of the fitted maximal effect.

SMILES | TDP1 block | N370S GC | DT40 TDP1 no CPT
CCn1c(SCc2ccc(F)cc2)nnc1-c1nn(-c2ccccc2)ccc1=O | 6% | 0% | -7%
Cc1nnc(-c2cccc(Br)c2)c2cn(-c3ccc(Br)cc3)nc12 | 4% | 17% | 15µM*
N#Cc1c(N)nc2c(c1N)CC(=O)N2c1ccccc1-c1ccccc1 | 2% | 1% | -22%
COc1ccc(NC(=O)c2cc(-c3ccc(OC)c(OC)c3)nc3ccccc23)c(OC)c1 | 13% | 4% | 16µM*
CCOC(=O)c1c(C)[nH]c(C2=NNC(=Nc3cccc(Cl)c3)SC2)c1C | 2% | 0% | ·
O=C(CN1CCN(S(=O)(=O)c2ccccc2)CC1)Nc1ccc([N+](=O)[O-])cc1 | 11% | -7% | 12µM*
S=C(NCc1ccccc1)N1CCN(C(=S)NCc2ccccc2)CC1 | 0% | · | 2%
CCn1ccc(C(=O)Nc2ncc(C)s2)n1 | 1% | -14% | 22%
CN(Cc1ccccc1)Cc1nc2c([nH]1)c(=O)n(C)c(=O)n2C | 2% | 2% | -24%
CC(C)(C)c1cc(C(=O)N/N=C/c2ccncc2)n[nH]1 | 5% | 1% | ?
O=C(Nc1ccccc1C(F)(F)F)N1CCC(N2CCCCC2)CC1 | 0% | -4% | 0%
CN(C)CCNC(=O)/C(=N\O)c1ccccn1 | 5% | -5% | 23%
CCN=C1SC(C(=O)Nc2ccccc2)CC(=O)N1CC (stereo not given) | -3% | 3% | -2%
COc1cccc([C@@H]2Oc3ccc(Br)cc3C[C@H]2OC(=O)NCCc2ccc(OC)c(OC)c2)c1 | 7% | 6% | ·
CC(C)OCCCN1CN(S(=O)(=O)c2ccc(Cl)cc2)c2nc3ccccc3nc21 | 7% | 11% | ?
COc1ccc(CC(=O)NNC(=S)NCC2CC2)cc1OC | 1% | -3% | ?
CN(CC(=O)Nc1ccc(SC(F)F)cc1)C1CCCCC1 | -1% | -3% | -1%
NC(=O)c1ccsc1NC(=O)c1ccc([N+](=O)[O-])o1 | 1% | · | 8.2µM*
CCC(C)(C)NC(=O)C1CCN(S(=O)(=O)c2ccc3c(c2)CCCN3C(C)=O)CC1 | -4% | · | 0%
O=C(N/N=C/C=N/NC(=O)c1ccco1)c1ccco1 | 0% | 18% | 0%

Complete entries, looked up by structure. Screens in order: TDP1 block | N370S GC | DT40 TDP1 no CPT
Results for CN(CC(=O)Nc1ccc(SC(F)F)cc1)C1CCCCC1 = -1% | -3% | -1%
Results for CN(Cc1ccccc1)Cc1nc2c([nH]1)c(=O)n(C)c(=O)n2C = 2% | 2% | -24%
Results for CC(C)(C)c1cc(C(=O)N/N=C/c2ccncc2)n[nH]1 = 5% | 1% | ?
Results for S=C(NCc1ccccc1)N1CCN(C(=S)NCc2ccccc2)CC1 = 0% | · | 2%

Continuation.
SMILES | TDP1 block | N370S GC | DT40 TDP1 no CPT
O=C(COc1ccccc1)N1CCN(c2ncccn2)CC1 | 2% | 6% | 15%
CCc1c(C2(O)CCCCC2)[nH]c2ccc(C(F)(F)F)cc12 | · | -7% | ?
Cc1ccc(C)c(CN2CCC(n3nccc3NC(=O)CCCc3ccccc3)CC2)c1 | 4% | -11% | ?
C/C(CC1CC(C)OC1=O)=N\NC(N)=S (stereo not given) | -4% | 12% | 15%
CNc1ccccc1C(C)(C)c1cc(-c2ccc(F)cc2)no1 | 5% | -5% | ?
CC1CCCCN1CCCNC(=O)CN1C(=O)CSc2ccc(S(=O)(=O)N3CCOCC3)cc21 (stereo not given) | 0%&5% | 5% | 28%&0%
CCc1noc(C)c1C(=O)N1CC(C)OC(C)C1 (stereo not given) | 3% | 4% | -16%
O=C(Nc1cccc(S(=O)(=O)NC2=NCCC2)c1)c1ccc(F)cc1 | 0% | · | -29%
CC(CCN1CCN(c2ccccc2)CC1)c1ccccc1 (stereo not given) | · | 0% | ?
COc1cccc2cc(C(=O)C3=C(O)C(=O)N(CCN4CCOCC4)C3c3ccc(C(C)(C)C)cc3)oc12 (stereo not given) | 8% | -23% | ?
CCCOc1ccc(/C=N/NC(=O)c2c(-c3ccccc3)noc2C)cc1OC | 2% | -2% | ·
COC(=O)C[N+](C)(C)CC#Cc1ccccc1 | -3% | 10% | -4%
COc1ccc(Nc2nc(N/N=C/c3ccc(N(C)C)cc3)nc(C)c2[N+](=O)[O-])cc1 | 11% | -4% | ?
CCN(CC)S(=O)(=O)c1cccc(NC(=O)c2ccc(Sc3nncn3C)c([N+](=O)[O-])c2)c1 | 0% | -8% | 23µM*
COc1ccc(/C=C/C(=O)OCC(=O)N2CCc3ccccc32)cc1 | 0% | · | 22%
COc1ccc(N2C(S)=C(C#N)C(=O)NC23CCCCC3)cc1 | 6% | 8% | ?
Cc1nn(C)c2c1c(C(F)(F)F)cc(=O)n2C(C)C(=O)NCc1ccccc1Cl (stereo not given) | 7% | · | -5%
COc1ccc(CC(=O)n2nc(-c3ccc(Cl)cc3)nc2NCc2ccco2)cc1 | 4% | 12% | 18µM*
O=C(NCc1ccc(F)cc1)c1ccccc1OCc1ccccc1 | 0% | ? | ?
COc1ccc(-n2c(=O)c3c4c(sc3n(CC(=O)Nc3cc(C)[nH]n3)c2=O)CCC4)c(OC)c1 | -1% | -9% | ?
Cc1ccc(CS(=O)(=O)Cc2ccc(C(=O)NCC3CCCO3)o2)cc1 (stereo not given) | 1% | -1% | -1%
CC1(C)Oc2ccc(C(=O)N3CCCC3)cc2N(CC(=O)NCc2ccccc2)C1=O | 7% | 6% | -1%
CCC(C)NC(=O)C1c2cc(OC)c(OC)cc2C(=O)N(C)C1c1ccc(OC)cc1 (stereo not given) | 0% | 4% | -14%
CC1(C)Cc2c(c(N3CCCC3)nc3sc4c(N5CCN(CCO)CC5)ncnc4c23)CO1 | 8% | ? | 11µM*
CCCCNC(=O)C1CCN(S(=O)(=O)N2CCCCCC2)CC1 | 5% | -10% | -12%
COc1cc(NC(=S)N2CCN(CCO)CC2)cc(OC)c1 | 6% | -1% | -5%
COc1ccccc1/C=C(/NC(=O)c1ccc(Cl)cc1Cl)C(=O)O | 3% | 2% | 17%
CCc1cccc(NC(=O)c2cccc3c2C(=O)N(C2CCCCC2)C3)c1 | 1%&0% | -1% | 18µM*
S=C(c1c[nH]c2ccccc12)N1CCOCC1 | -2% | 2% | -8%
O=C(Cc1ccc(Br)cc1)NCCc1ccc(Cl)cc1Cl | -3% | 2% | ?
Cc1cc(C)c(NC(=O)/C(C#N)=C/c2ccc(OCc3ccc(F)cc3)cc2)c(C)c1 | -3% | -2% | 6.5µM*
O=C1CN(C(=O)COc2ccc(Br)cc2)c2ccccc2N1 | 6% | 4% | -11%
c1ccc(C[C@H]2CNCCN2CCc2cccc3ccccc23)cc1 | -2% | -13% | 10µM*
COc1ccc(-c2nc3ccc(NC(C)=O)cc3c(=O)n2Cc2cccc(Cl)c2)cc1COc1ccc(NC(C)=O)cc1 | -9% | · | 13µM*
Cc1ccc(C)c(NC(=O)CSc2nnc(-c3cc4occc4n3C)n2-c2ccccc2C)c1 | 4% | · | ?
O=C(Nc1cc(S(=O)(=O)N2CCOCC2)ccc1Cl)c1ccc(=O)[nH]c1 | -5% | 2% | -19%
CCOc1ccc(C(C)NC(=S)NCc2ccc(Cl)cc2)cc1 (stereo not given) | 5% | 2% | ?
Cc1ccc(S(=O)(=O)N2CCN(C(=O)Cc3c(F)cccc3Cl)CC2)cc1 | · | -1% | -24%
Cc1cccc(NC(=O)C2(C)CC3c4ccccc4C2c2ccccc23)c1C (stereo not given) | 2% | 5% | ?
O=c1[nH]c(CSc2ccccn2)nc2c1oc1ccccc12 | -1% | 2% | -22%

Arranged by heavy-atom count (rising): part of the list above.
SMILES | TDP1 block | N370S GC | DT40 TDP1 no CPT
S=C(c1c[nH]c2ccccc12)N1CCOCC1 | -2% | 2% | -8%
O=C(Cc1ccc(Br)cc1)NCCc1ccc(Cl)cc1Cl | -3% | 2% | ?
O=C1CN(C(=O)COc2ccc(Br)cc2)c2ccccc2N1 | 6% | 4% | -11%
CCCCNC(=O)C1CCN(S(=O)(=O)N2CCCCCC2)CC1 | 5% | -10% | -12%
COc1ccccc1/C=C(/NC(=O)c1ccc(Cl)cc1Cl)C(=O)O | 3% | 2% | 17%
c1ccc(C[C@H]2CNCCN2CCc2cccc3ccccc23)cc1 | -2% | -13% | 10µM*
Cc1ccc(CS(=O)(=O)Cc2ccc(C(=O)NCC3CCCO3)o2)cc1 (stereo not given) | 1% | -1% | -1%
CCc1cccc(NC(=O)c2cccc3c2C(=O)N(C2CCCCC2)C3)c1 | 1%&0% | -1% | 18µM*
Cc1cccc(NC(=O)C2(C)CC3c4ccccc4C2c2ccccc23)c1C (stereo not given) | 2% | 5% | ?
CC1(C)Oc2ccc(C(=O)N3CCCC3)cc2N(CC(=O)NCc2ccccc2)C1=O | 7% | 6% | -1%
CC1(C)Cc2c(c(N3CCCC3)nc3sc4c(N5CCN(CCO)CC5)ncnc4c23)CO1 | 8% | ? | 11µM*
Cc1ccc(C)c(NC(=O)CSc2nnc(-c3cc4occc4n3C)n2-c2ccccc2C)c1 | 4% | · | ?
COc1ccc(-c2nc3ccc(NC(C)=O)cc3c(=O)n2Cc2cccc(Cl)c2)cc1COc1ccc(NC(C)=O)cc1 | -9% | · | 13µM*

The results go on.
SMILES | TDP1 block | N370S GC | DT40 TDP1 no CPT
CC1(c2ccc3ccccc3c2)NC(=O)N(CC(=O)N2CCN(Cc3ccc(C#N)cc3)CC2)C1=O (stereo not given) | 2% | ? | 2.1µM*
COc1ccc(CNC(=O)CCCn2nc(C)c3c(C)n(-c4ccc(C)cc4)nc3c2=O)cc1OC | 2%&-3% | -10% | ?
CCCn1c(N)c(N(CCOC)C(=O)c2ccc(N3CCCC3=O)cc2)c(=O)[nH]c1=O | -1% | -3% | -13%
CCOC(=O)C1CCN(C(=O)COC(=O)CNC(=O)c2sc3ccccc3c2Cl)CC1 | 1% | · | 1%
O=C(NC(Cc1c[nH]c2ccccc12)C(=O)OCC(=O)c1cccc2ccccc12)c1cccs1 (stereo not given) | 5% | -4% | -47%
O=C(CSc1nnc2c(n1)[nH]c1ccccc12)NCc1ccccc1F | 0% | -1% | -9%
O=C(N/N=C/c1ccc(O)cc1)c1csc2c1CCCC2 | 1% | -11% | ?
CCCOc1ccccc1NC(=O)c1ccc([N+](=O)[O-])cc1 | 2% | -9% | -3%
CCc1nc(CNC(=O)C2CCC(=O)N(Cc3ccccc3F)C2)no1 (stereo not given) | · | -2% | 22%
Cc1nnc(NC(=O)CSc2nnc(Cc3cccn3C)n2CCc2ccccc2)s1 | 8% | -5% | -1%
O=C(CCc1nc2ccccc2[nH]1)Nc1ccc2c(c1)OCO2 | 14% | -6% | -5%
CCOC(=O)C1CCN(C(=O)CNS(=O)(=O)c2ccc(Br)s2)CC1 | 3% | -7% | -13%
CCCCN(CC)S(=O)(=O)c1ccc(C(=O)N(CCCN(C)C)c2nc3cc(C)cc(C)c3s2)cc1 | -6% | ? | 23µM*
O=C(COC(=O)c1ccccc1Br)Nc1ccc2[nH]c(=O)[nH]c2c1 | -6% | -3% | 12%
Cc1cc([N+](=O)[O-])cc2c1NC(=O)C2(O)N1CCCCCC1 (stereo not given) | -3% | -1% | -6%
Cc1ccc(S(=O)(=O)Nc2ccc3nc(-c4cccc(Cl)c4)oc3c2)cc1 | 5% | · | ?
CCCCN(CCCC)CCNC(=O)c1cc(=O)[nH]c2ccc(S(=O)(=O)N3CCCCCC3)cc12 | 0% | · | 16µM*
Cc1cccc(NC(=O)c2sc3nc(-c4ccccc4)cn3c2C)c1C | -2% | · | ?
C=CCn1c(N)c(C(=O)Nc2ccc(C)c(C)c2)c2nc3ccccc3nc21 | 5% | 14% | ?
Cc1ccc2nc(-c3cccs3)c(Nc3c(C)cccc3C)n2c1 | 10% | · | 26µM*
COc1ccc(OC)c(C(=O)NC(CC(N)=O)c2ccc(NCc3ccc(F)c(F)c3)c([N+](=O)[O-])c2)c1 (stereo not given) | · | -5% | -18%
O=C(Nc1ccc(-n2nncc2-c2ccco2)cc1)c1cccc(F)c1 | 3% | 1% | ?
COc1ccc(Cl)cc1NC(=O)CN(c1ccccc1)S(=O)(=O)N(C)C | 2% | ? | 18µM*
O=C(O)Cn1nnc(-c2ccc(OCc3ccccc3Cl)cc2)n1 | · | 4% | 3%
C=CCN(c1ccccc1)S(=O)(=O)c1cccc(C(=O)NCC(c2ccc(F)cc2)N2CCOCC2)c1 (stereo not given) | · | -12% | 16µM*
COC(=O)CN1C(c2ccccc2O)Nc2ccc(Br)cc2C1c1ccccc1 (stereo not given) | 3% | 10% | ?

Not all compounds are listed, so the mix of outcomes need not match the whole.
